# sgs1 mgt1 – NCI yeast anticancer drug screen, S. cerevisiae sgs1 mgt1 strain; growth inhibition, % at 50 µM; 78,000 compounds, 10% hits; AID 161;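 also: 0% = growth of vehicle-only cultures of the same strain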
#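 Compounds are added to genetically altered yeast, and growth is compared with cultures given vehicle alone to give percent inhibition.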
# yeast mec2-1 – NCI yeast anticancer drug screen, S. cerevisiae mec2-1 strain; AID 157; 79,000 compounds, 9% hits; growth inhibition, % at 50 µM;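 also: 0% = growth of vehicle-only cultures of the same strain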
#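 Test agents were screened against the mec2-1 yeast strain, with defined DNA repair or cell cycle alteration. Growth was scored as inhibition against vehicle-only controls.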
# bub3 – NCI yeast anticancer drug screen, S. cerevisiae bub3 mutant strain; 78,000 compounds, 9.9% hits; % growth inhibition at 50 µM;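 also: 0% = growth of vehicle-only cultures of the same strain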
#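 Readout: yeast growth inhibition, expressed relative to vehicle-only wells. The test organism is a mutant strain from a panel with lesions in DNA repair or checkpoint genes.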
# rad50 – NCI yeast anticancer drug screen, S. cerevisiae rad50 strain. 79,000 compounds, 10% hits. % growth inhibition at 50 µM;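 also: 0% = growth of vehicle-only cultures of the same strain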
#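 Inhibition values express reduced yeast growth in compound-treated cultures relative to vehicle-treated controls.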
# yeast cln2 rad14 – NCI yeast anticancer drug screen, S. cerevisiae cln2 rad14 strain | % growth inhibition at 50 µM | 78,000 compounds, 8.3% hits;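 also: 0% = growth of vehicle-only cultures of the same strain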
#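 Strain: cln2 rad14 yeast, altered in cell cycle control and DNA damage repair. Read-out: growth inhibition vs vehicle.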
# yeast mlh1 rad18 – NCI yeast anticancer drug screen, S. cerevisiae mlh1 rad18 strain; % growth inhibition at 50 µM; 79,000 compounds, 11% hits; AID 175;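 also: 0% = growth of vehicle-only cultures of the same strain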
#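 Steps: expose repair-defective yeast to compound; measure growth; express inhibition against vehicle-treated controls.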
# * marks the source's active call; other numbers are inactive results; & = joins results of further samples; ! = repeats disagree. Rule as the data show it: active = growth inhibition above about 70%; inactive = the rest.
SMILES,sgs1 mgt1,yeast mec2-1,bub3,rad50,yeast cln2 rad14,yeast mlh1 rad18
N#Cc1nc(Nc2ccc([N+](=O)[O-])cc2)sc1N,31,34,20,55,36,22
O=C(O)C(O)c1ccccc1O (stereo not drawn),-1,11,5,1,3,-4
CCCCCCCCN=C(N)c1ccc(C(=O)OCC2CCCCC2)cc1,100*,100*,100*,100*,100*,100*
Cc1nc(Nc2c(C)cccc2C)c2c(C)c[nH]c2n1,85*,69,76*,87*,27,90*
O=C(Nc1ccccc1Cl)OCCOc1ccccc1,11,10,17,-4,-19,15
CCC(=O)Oc1c(Br)c(Br)c(Br)c(Br)c1Br,8,6,92*,29,26,20
Clc1cc(Cl)cc(Nc2nc3ccccc3nc2-c2cccs2)c1,33,-14,-29,-19,3,-10
Oc1ccccc1-c1n[nH]c(=S)n1/N=C/c1ccc(-c2ccc(Br)cc2)o1,-29,-19,-20,-30,-4,-43
O=C1C=CC(=O)N1c1ccc(-c2nc3ccccc3o2)cc1,92*,89*,89*,86*,88*,90*
CC(=N/Nc1ccc([N+](=O)[O-])cc1[N+](=O)[O-])/C(C)=C/C1C=CCCC1(C)C (stereo not drawn),8,-3,16,21,3,7
CC(C)S(=O)(=O)/C=C(\I)c1ccccc1,-11,9,33,4,7,-11
CCOC(=O)C1CCC(=O)N1C(=O)c1cc([N+](=O)[O-])cc([N+](=O)[O-])c1 (stereo not drawn),-5,2,-8,-19,14,13
CC(=O)OCCOc1ccc(C(C)(C)C)cc1,9,-18,12,45,32,15
O=c1[nH]c(=O)n2c3c1nnn3CC1OC2C(O)C1O (stereo not drawn),-6,20,18,5,-42,12
N#CC(c1ccccc1)C(C#N)c1ccc(Cl)cc1 (stereo not drawn),-1,16,22,6,-98,4
O=C(O)c1ccc(NCc2c(O)ccc3ccccc23)cc1,45,17,48,4,-14,19
COc1cc2cc[n+]3c(C)c4ccc(OC)c(OC)c4cc3c2cc1OC (tested in a mixture with another compound),-5,17,-4,-4,-11,7
O=C(O)Cn1c(=O)[nH]c(=O)c2[nH]cnc21,0,-26,-9,5,14,-12
COc1cc2c(cc1OC)C(=O)N(c1ccc(OCCN3CCCC3)cc1)C2=O,5,-18,16,-21,19,-10
CCOC(=O)CNC(=O)OCC,-7,29,-1,3,-24,-13
CC(C)(C)c1ccc(-c2nc3ccc(Cl)cc3c(=O)o2)cc1,-8,-24,-18,-27,-48,0
O=C(c1ccccc1)c1cnc2ccccn12,-3,-2,6,-2,-16,-8
CCOc1ccc(-n2c(O)c(N=Nc3ccccc3OC)c(=O)n(-c3ccccc3)c2=S)cc1,52,19,-6,51,-2,32
OCC1OCOC(CI)C(O)C1O (stereo not drawn),2,0,-10,-2,52,-10
CCNCc1ccccc1,-22,0,-11,-18,-67,-19

# Shown with two lines to a compound: two of the compounds above
# Values run as follows: sgs1 mgt1 | yeast mec2-1 | bub3 | rad50 | yeast cln2 rad14 | yeast mlh1 rad18
> Oc1ccccc1-c1n[nH]c(=S)n1/N=C/c1ccc(-c2ccc(Br)cc2)o1
→ -29 | -19 | -20 | -30 | -4 | -43
> O=C1C=CC(=O)N1c1ccc(-c2nc3ccccc3o2)cc1
→ 92* | 89* | 89* | 86* | 88* | 90*

# Some values from the entries so far.
# CC(C)S(=O)(=O)/C=C(\I)c1ccccc1 in yeast mec2-1 → 9
# CC(=O)OCCOc1ccc(C(C)(C)C)cc1 in yeast cln2 rad14 → 32
# CC(=N/Nc1ccc([N+](=O)[O-])cc1[N+](=O)[O-])/C(C)=C/C1C=CCCC1(C)C (stereo not drawn) in bub3 → 16
# COc1cc2cc[n+]3c(C)c4ccc(OC)c(OC)c4cc3c2cc1OC (tested in a mixture with another compound) in bub3 → -4
# CCNCc1ccccc1 in sgs1 mgt1 → -22

# The main list resumes; the 2 compounds before the break are reprinted first.
SMILES,sgs1 mgt1,yeast mec2-1,bub3,rad50,yeast cln2 rad14,yeast mlh1 rad18
OCC1OCOC(CI)C(O)C1O (stereo not drawn),2,0,-10,-2,52,-10
CCNCc1ccccc1,-22,0,-11,-18,-67,-19
O=C(Nc1ccc(F)cc1)Nc1ccc(Nc2ccccc2)cc1,-1,31,17,-1,-4,-17
[O-][N+](=Nc1ccccc1Cl)c1ccccc1Cl,63,16,28,44,4,31
COc1ccc2c(c1)C1=C(CC2)C(=O)OC1=O,28,12,5,-1,3,-5
CC1=C(SCc2ccccc2)C(=O)c2ccccc2C1=O,71*,51,79*,69,46,73*
CC(C)C1c2ccccc2C(=O)C1C(N)=O (stereo not drawn),-13,-11,-5,-17,-23,-10
Cc1ccc(C#N)c2c1CCC2,3,-11,-13,3,-50,3
CNC(=O)CCC(NC(=O)OC(C)(C)C)C(=O)NC(Cc1ccc(NC(=O)CCCCC(C)=O)cc1)C(=O)NCC(=O)NC (stereo not drawn),0,14,4,-18,10,-2
Clc1ccccc1-c1nc(-c2ccncc2)no1,-25,-15,58,23,34,34
COc1cc2c(cc1OC)C(N(C)C)C(c1ccccc1)=C2Cl (stereo not drawn),92*,94*,91*,91*,92*,90*
CCCC1(C)COC(C)(c2ccc(Cl)cc2)OC1 (stereo not drawn),8,0,17,-13,-38,19
Cc1cc(-c2cc(C)c(O)c(C(C)(C)C)c2)cc(C(C)(C)C)c1O,81*!,61&65,70*!,77*,78*!,85*
CC(=O)Nc1c(C)cc(C)cc1C,-6,0,9,0,-12,0
CCCCCCCCCCCCCCCCCCOP(=O)([O-])OCC[N+](C)(C)C,93*,92*,90*,90*,90*,92*
CC(NC1=CC(=O)c2ncccc2C1=O)C(O)c1ccccc1 (stereo not drawn),12,41,-2,46,11,27
COc1ccc(NC(=O)C(=O)C2CNC(=O)NC2=O)c(OC)c1 (stereo not drawn),-18,-6,-13,-9,-7,-17
O=C(Nc1cc(Cl)ccc1Oc1cc(Cl)c(Cl)cc1S(=O)(=O)O)Nc1cc(Cl)ccc1Oc1cc(Cl)c(Cl)cc1S(=O)(=O)O,84*,87*,86*,85*,76*,85*
CC(=O)C1C(=O)OC2C3C=CC(C3)C2C1=O (stereo not drawn),1,21,20,15,-5,43
Cc1cccc(C2CCCCC2OS(C)(=O)=O)c1 (stereo not drawn),-17,-6,12,-3,-10,-14
NNC(=O)c1nnn(CCc2ccccc2)c1C(=O)NN,-1,3,-10,-1,6,-4
COc1cccc(CCOC(=O)Nc2ccccc2)c1,52,-7,70,30,23,30
CC1(C)CN/C(=C2\COC(=O)C2=O)O1,3,0,-1,18,-47,8
COc1ccc([C@@H]2CC(=O)N2)cc1,-20,-15,-27,-43,-7,-35
O=CC(O)C(O)C(O)C(O)COP(=O)(O)O (stereo not drawn),-12,-9,11,-14,-6,-21
COC(=O)C1(C)CCc2c(cc(OC)c3cccc(OC)c23)C1CC(=O)O (stereo not drawn),20,19,27,14,5,21
Cc1ccc(I)c(C(C)(C)O)c1,59,57,95*,95*,31,70*

# Rewritten tab-delimited: part of the list above
Molecule	sgs1 mgt1	yeast mec2-1	bub3	rad50	yeast cln2 rad14	yeast mlh1 rad18
CC1(C)CN/C(=C2\COC(=O)C2=O)O1	3	0	-1	18	-47	8
COc1ccc([C@@H]2CC(=O)N2)cc1	-20	-15	-27	-43	-7	-35

# Continued:
SMILES,sgs1 mgt1,yeast mec2-1,bub3,rad50,yeast cln2 rad14,yeast mlh1 rad18
CC(C)OC(=O)CC1NS(=O)(=O)c2ccccc21 (stereo not drawn),-10,1,-17,4,25,21
Cc1ccc(S(=O)(=O)N2CCN(S(=O)(=O)c3ccc(C)cc3)CCN(S(=O)(=O)c3ccc(C)cc3)Cc3cc(Br)c(Br)cc3CN(S(=O)(=O)c3ccc(C)cc3)CC2)cc1,-23,-6,-3,-24,18,-10
O=C1OC(c2ccc(O)cc2)Sc2ccccc21 (stereo not drawn),50,74*,4,81*,-22,40
O=C(Nc1ccc(Cl)cc1)OCC#CCCl,97*,3,18,11,-19,7
CN(C)CC1CCCC/C1=N/OC(=O)c1ccc(Cl)cc1 (stereo not drawn),11,2,-5,0,11,14
O=Cc1ccc2c(c1)C(=O)c1ccccc1C2=O,40,31,37,78*,36,68
COc1cc2c(cc1OC)[C@H]1C(=O)c3cc4c(cc3[C@H]1N(C)C2=O)OCO4,-2,12,28,10,50,40
CNC(=O)C(c1ccccc1)C(O)c1ccccc1 (stereo not drawn),-11,-4,0,11,10,-10
Cc1cc(=O)[nH]c(NNC(=S)NC2CCCCC2)n1,11,-42,-28,-17,3,-19
CCO/C=C1\SC(=S)N(c2ccco2)C1=O,10,7,0,2,-5,0
Cc1ccc2ccc3ccc4ccccc4c3c2c1,-8,1,4,9,-37,-2
Cc1ccc(C)c2c1CCC2=O,14,4,4,4,-19,13
C/C(=C\c1ccc([N+](=O)[O-])cc1)C(=O)O,19,23,31,24,12,48
Cc1cc(C)c([N+](=O)[O-])c(C)c1,7,-14,-8,8,11,-36
CN(Cc1ccccc1)C(c1ccccc1)C1(c2ccccc2)Cc2ccccc2C(=O)O1 (stereo not drawn),-3,-9,-5,6,8,14
CN(C)/N=C1/CCC(C(F)(F)F)(C(F)(F)F)O1,42,32,5,40,29,-18
CC(C)(C)N[P+](Cc1ccc(C[P+](NC(C)(C)C)(NC(C)(C)C)c2ccccc2)cc1)(NC(C)(C)C)c1ccccc1,-1,-10,-2,-3,-14,5
O=C(c1nc2ccc(Cl)cc2[nH]c1=O)C(O)c1ccccc1 (stereo not drawn),39,7,29,47,43,42
COc1ccc(-c2cc3ccccc3c(=O)n2Cc2ccccc2)cc1,84*,88*,89*,78*,74*,79*
c1cc(Nc2ccc3c(c2)OCO3)c2cc(C3CCCCC3)ccc2n1,99*,99*,99*,99*,99*,99*
CN(Cc1cnc2nc(N)nc(N)c2n1)c1ccc(C(=O)NC(CCC(=O)NC(CCC(=O)NC(CCC(=O)NC(CCC(=O)O)C(=O)O)C(=O)O)C(=O)O)C(=O)O)cc1 (stereo not drawn),-36,-20,-42,43,-26,-12
COC(=O)C1Cc2c([nH]c3ccccc23)C(C)(C)N1 (stereo not drawn),14,20,18,38,27,29
COC(=O)CCCC(=O)NC1=C(Nc2ccccc2)C(=O)c2ccccc2C1=O,52,14,61,45,39,16
CCN(CC)CCCC(C)NC1CCCc2cc3c(cc21)C(=O)c1ccccc1C3=O (stereo not drawn),38,14,-4,34,15,33
CC1CCN(C(=O)Nc2ccccc2)CC1,5,-17,-6,-7,-51,-11

# Next section.
SMILES,sgs1 mgt1,yeast mec2-1,bub3,rad50,yeast cln2 rad14,yeast mlh1 rad18
O=C(CCc1ccccc1)On1nnc2ccccc2c1=O,-30,-14,-15,-19,10,-29
Cc1ccc(NC(=S)N(CCC#N)C(C)C)cc1C,30,12,17,16,7,-8
COC(=O)c1ccc(/C2=c3\cc/c([n-]3)=C(\c3ccc(C(=O)OC)cc3)c3ccc([n-]3)/C(c3ccc(C(=O)OC)cc3)=c3/cc/c([n-]3)=C(\c3ccc(C(=O)OC)cc3)c3ccc2[n-]3)cc1.[Mn],12,23,-5,15,-4,54
C=CCC1(C(=O)NC)c2ccccc2-c2ccccc21,1,-6,43,-9,-19,-38
CCOc1c(N=Nc2ccc(OC)cc2)c(C)nn1C(N)=S,3,-2,10,-12,-49,15
CC(C)(C)C1=CC(=O)C=C(C(C)(C)C)C1=O,24,9,-2,29,20,7
O=C(O)CCN1c2ccccc2Sc2ccccc21,70&28,52&13,39&65,69&35,84*!,55&42
Cc1ncc(C[n+]2cccc(CCO)c2C)c(N)n1,88*!,38&40,30&9,46&56,24&58,71*
CO[C@@]12[C@H](COC(N)=O)C3=C(C(=O)C(C)=C(N)C3=O)N1C[C@@H]1N[C@@H]12,51,64,25,65,49,72*
CSc1nn(C)c[n+]1C,26,21,5,-5,2,15
COC(=O)C1=C(C)/C(=N/N)CC1,-15,-20,-21,-21,-12,-8
CN(NC(=O)/C(=C\c1ccco1)NC(=O)c1ccccc1)c1cn[nH]c(=O)c1Cl,88*,83*,91*,86*,63,94*
NC(=Nc1ccccc1)c1ccc2[nH]c3c(c2c1)CCCC3,-5,26,29,20,35,21
Cc1occc(=O)c1O,-2,6,12,0,12,6
COc1ccc2c(=O)c(C)c(-c3ccccc3)oc2c1CN(C)C,-27&10,-38&-40,-24&-23,-33&6,0&10,-28&2
CC1(C)CC(OP(=O)(c2ccccc2)c2ccccc2)CC(C)(C)N1O,-6,13,13,5,3,11
O=C(O)c1ccccc1Cc1ccc2c(c1)Cc1ccccc1-2,64,66,50,62,71*,79*
Cc1cc(/C=C\[N+](=O)[O-])c(C)c2c1sc1ccccc12,2,-4,-4,13,-34,16
CCC(=O)c1ccc(I)cc1,-18,-18,-30,-7,-3,-2
O=C(O)C1C(C(=O)O)C(C(=O)O)C1C(=O)O (stereo not drawn),-13,-12,-54,5,-33,-11
Cc1ccccc1N=CC(C=O)[N+](=O)[O-] (stereo not drawn),1,-10,-5,-2,4,-6

# Screening results deposited in PubChem by NCI.
